Screening results as filed in PubChem BioAssay.
ATXN2 expr inh: Primary qHTS for Inhibitors of ATXN expression | HEK-293 ATXN2-luciferase reporter, luminescence, 24 h | Potency, µM (highest dose often 57 µM), without a hit: top-dose activity change, negative = inhibition, actives largely listed as inhibitors | 360,000 tested, 0.72% active | AID 1745845, 2022; note: potency is the fitted concentration of half-maximal effect; % is set by controls: 0 for no effect and ±100 for the full control effect; nearly all actives have a fitted effect of over 55% in size
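ATXN2-luciferase reporter cells (luciferase flanked by upstream and downstream ATXN2 gene portions) were treated 24 h at 37 °C with compounds at up to 57 uM. SteadyGlo luminescence gave expression; GF-AFC fluorescence gave viability.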
KB-3-1 tox: qHTS assay for MDR1-selective chemotherapeutics: Primary screen using the parental adenocarcinoma cell KB-3-1 | KB-3-1 viability, CellTiter-Glo ATP luminescence, 72 h | Potency, µM (highest dose often 46.1 µM), for the others: top-dose activity change, negative = cytotoxic, actives largely listed as cytotoxic | 400,000 tested, 1.4% active | AID 1347075, 2019; note: potency is the fitted concentration of half-maximal effect; % is set by controls: 0 for no effect and ±100 for the full control effect; nearly all actives have a fitted effect of over 60% in size
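KB-3-1 parental drug-naive adenocarcinoma cells in DMEM/10% FBS, incubated 72 h at 37 C with pin-transferred compounds across a concentration series. Viability by CellTiter-Glo luminescence; concentration-response curves fitted after normalization.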
HT1080 IDH1KD tx: qHTS for induction of synthetic lethality in tumor cells producing 2HG: qHTS for the HT-1080-IDH1KD cell line; HT-1080 IDH1 knockdown viability, ATP luminescence, 48 h; Potency, µM (titrated, usually from 46.1 µM), inactives show at the highest dose activity, negative = toxicity, usual class: cytotoxic; 360,000 tested, 2% active;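 note: potency is the fitted concentration of half-maximal effect; 0% = DMSO wells and -100% = cell-free medium wells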
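After a 2 h attachment period, IDH1KD HT-1080 cells took pin-transferred compound for 48 h at 37 °C; ATP-based luminescence after 10 min room-temperature reagent incubation reported viability.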
IL1B secr inh: qHTS for Inhibitors of Inflammasome Signaling: IL-1-beta AlphaLISA Primary Screen; activity change, % at 57.5 µM; THP-1 LPS/ATP IL-1B secretion, AlphaLISA, 16 h; hits give low values; AID 743279, 2014; 360,000 tested, 4.7% active; in the data active = activity change below about -50%; inconclusive = mostly about -30% to -49%; note: % is set by controls: 0 for no effect and ±100 for the full control effect
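Secreted IL-1B measured by AlphaLISA bead assay after 16 h compound exposure of THP-1 cells; compounds (final up to 57.5 uM) added 1 h before LPS (250 ng/mL) and ATP (1.25 mM) stimulation; lower signal means less secretion.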
MCF10A rerep: A quantitative high throughput screen for small molecules that induce DNA re-replication in MCF 10a normal breast cells. 350,000 tested, 2.9% active. Potency, µM (top dose mostly 46.1 µM), for inactives: at the highest dose activity, positive = re-replication, hits mostly activators. MCF 10A DNA re-replication, Hoechst nuclear intensity, 48 h; note: potency is the fitted concentration of half-maximal effect; % of control where 0% means no effect; nearly all actives have a fitted effect of over 50% in size
ATXN viability: Viability Counterscreen for Primary qHTS for Inhibitors of ATXN expression | S2 cells (HEK-293 line with an ATXN2-luciferase reporter) viability, CellTiter-Fluor protease fluorescence, 24 h | Potency, µM (series often up to 56.7 µM), usual class: cytotoxic | 400,000 tested, 0.49% active; note: potency is the fitted concentration of half-maximal effect; nearly all actives have a fitted effect of over 40% in size
HepG2 viability: qHTS for Inhibitors of TGF-b: Cytotox Counterscreen | HepG2 CAGA-GFP viability, ATP luminescence, 18 h | 410,000 tested, 0.76% active | AID 588856, 2011 | Potency, µM (highest dose often 46.1 µM), inactives show top-dose activity change, negative = cytotoxicity, usual class: cytotoxic; note: potency is the fitted concentration of half-maximal effect; some results filed as inactive show a strong effect at the top dose
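HepG2 CAGA-GFP cells (1000/well, DMEM with 1% FBS) received compound, then TGF-beta at 500 pg/mL final, and were incubated 18 hours at 37 degrees C. Viability was read by CellTiter-Glo luminescence. Media-only wells were set as complete cell-killing and DMSO as no toxicity.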
SW480 rerep: A quantitative high throughput screen for small molecules that induce DNA re-replication in SW480 colon adenocarcinoma cells; AID 624297, 2012; 340,000 tested, 1.8% active; Potency, µM (highest dose often 46.1 µM), for the others: at the highest dose re-replication activation, usual class: activators; SW480 DNA re-replication, Hoechst DNA content imaging, 48 h; note: potency is the fitted concentration of half-maximal effect; % of control where 0% means no effect; nearly all actives have a fitted effect of over 55% in size
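SW480 cells exposed to compounds for 48 hr at 37 C, 5% CO2, then Hoechst-stained 40 min. Nuclear DNA content imaged by fluorescence scanning (405 nm excitation, 500-530 nm emission); re-replication scored as increased high-intensity nuclei.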
HT1080NT lethal: qHTS for induction of synthetic lethality in tumor cells producing 2HG: qHTS for the HT-1080-NT fibrosarcoma cell line; HT-1080-NT fibrosarcoma viability, CellTiter-Glo ATP luminescence, 48 h; Potency, µM (highest dose often 46.1 µM), for inactives: at the top dose activity, negative = less viability, usual class: cytotoxic; 360,000 tested, 1.6% active;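 note: NT is the 2HG producing partner of a matched IDH1 knockdown line; potency is the fitted concentration of half-maximal effect; 0% = DMSO-treated cells and -100% = media-only wells without cells; nearly all actives have a fitted effect of over 55% in size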
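Luminescent CellTiter-Glo readout after 48 hours of compound exposure at 37 degrees C defined viability of HT-1080-NT cells. Activity was normalized to DMSO wells and cell-free media wells; concentration-response curves were fitted and assigned curve classes.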
Numbers without * were called inactive; i = inactive; ? = inconclusive; nt = no result given; [ ] = another dose, or the depositor's remark. Unless noted, calls come from the whole dose curve; as a rule, active = well fitted curve in the direction sought with a large enough effect; inconclusive = small, poorly fitted or top-dose-only effect, or another doubt; inactive = no such curve, though single readings can be large; an effect the other way counts as inactive or inconclusive.

SMILES | ATXN2 expr inh | KB-3-1 tox | HT1080 IDH1KD tx | IL1B secr inh | MCF10A rerep | ATXN viability | HepG2 viability | SW480 rerep | HT1080NT lethal
CCOC(=O)c1cnc2ccc(C(=O)OC)cc2c1NCCN1CCOCC1 | -16.5% | 13.2% | 13.6% | -26.8 | -4.2% | i | -5.0% | -14.1% | -2.1%
O=C(NCCc1ccccc1)NC1CCCCC1 | 9.7% | -10.9% | -4.4% | -13.2 | -3.2% | i | 1.4% | -9.8% | -3.2%
C=CCn1c(CCC(O)CCCCC)n[nH]c1=S (stereo unspecified) | 3.3% | 16.8% | 8.4% | 37.2 | ? | i | 6.1% | -8.3% | 10.1%
CCOC(=O)/C(=C/c1c(C)n(C)c2ccc([N+](=O)[O-])cc12)C(C)=O | -29.2% | 23.1µM* | ? | -104.5* | 14.6µM* | ? | -52.8% | ? | 16.4µM*
Cc1nc2ccccc2c(=O)n1NC(=O)c1c(F)cccc1F | 7.2% | 13.2% | 3.5% | -7.4 | -8.9% | i | -1.2% | -14.5% | 0.2%
O=C(Nc1ccnn1C1CCN(C(=O)c2cccc(Cl)c2)CC1)C1CCOC1 (stereo unspecified) | 5.6% | nt | 2.8% | 10.6 | 4.1% | i | 9.0% | -0.4% | 28.2%
CC(=O)Nc1ccc(N2N=C(C)C(N=Nc3ccccc3)C2=O)cc1 (stereo unspecified) | nt | -0.3% | 7.9% | 15.6 | -4.7% | i | -1.1% | ? | -1.0%
COc1cc(CNCCN2CCOCC2)ccc1OCc1ccccc1Cl | -12.6% | -10.5% | -16.3% | -16.0 | ? | i | 7.5% | 0.6%[9.22 µM] | -19.1%
COc1ccccc1NC(=O)N1CCCC1C(=O)NC12CC3CC(CC(C3)C1)C2 (stereo unspecified) | -7.2% | 0.5% | -11.8% | 29.9 | 13.0% | ? | 3.8% | -2.7% | 2.6%
COc1ccccc1NC(=O)C(=O)c1cn(CC(=O)N2CCOCC2)c2ccccc12 | nt | 0.3% | 1.7% | -12.5 | 1.2% | i | -32.9% | -14.6% | -7.2%
CC(Cc1ccccc1)N1C(=O)c2cccc([N+](=O)[O-])c2C1=O (stereo unspecified) | 28.8% | 16.5% | 21.0% | -27.0 | 2.4% | i | -17.4% | 0.0% | 22.0%
CCOC(=O)c1ccc(NC(=O)CN2C(=O)COc3ccc(Cl)cc32)cc1 | -0.8% | -1.2% | nt | nt | nt | i | -9.9% | nt | nt
CC(=O)N1CCN(CCS(=O)(=O)c2cc(Cl)ccc2Cl)CC1 | 23.3% | 0.0% | 18.8% | -65.4* | 14.6µM* | ? | 4.3% | ? | 4.5%
O=C(Nc1cccc(-c2nc3ccccc3o2)c1)c1cccc2c(Cl)cccc12 | 13.1% | 9.4% | nt | nt | nt | i | 2.6% | nt | nt
CCOc1ccc(Cn2c3ccc(OC)cc3c3nc4ccccc4nc32)cc1OC | -33.0% | -11.8% | ? | 12.6 | 7.31µM* | i | -22.2% | ? | -29.8%
COC(=O)C(=Cc1ccccc1[N+](=O)[O-])C(=O)OC | nt | -23.0% | 0.0% | -65.5* | 23.1µM* | 15.8µM* | -41.3% | ? | ?
CCN1CCN(C(=S)NC(C)c2ccccc2)CC1 (stereo unspecified) | 2.9% | 1.7% | 7.7% | -21.1 | -0.4% | i | 5.6% | 0.9% | 5.9%
CC(=O)N1CCc2cc(S(=O)(=O)NCCC(=O)N3CCN(c4ccccn4)CC3)ccc21 | -4.6% | 2.4% | 3.2% | 17.6 | -1.5% | i | -29.0% | 1.1% | 1.0%
COc1ccc(-c2cc(C3CCN(Cc4ccc([N+](=O)[O-])cc4)CC3)[nH]n2)cc1 | -31.6%[11.3 µM] | -0.9% | ? | -84.0* | -2.6% | i | 16.5% | 2.9% | -12.0%
Cn1nnnc1SCC(=O)NCc1ccccc1 | 2.5% | 10.3% | 0.3%[9.24 µM] | 22.4 | -1.1% | i | -8.6% | -1.1% | 6.9%
CCOc1ccc(OCC)c(NC(=O)C2CCN(S(=O)(=O)c3c(C)noc3C)CC2)c1 | -3.9% | 5.9% | -2.3% | -22.7 | 8.2% | i | -9.7% | -1.9% | -0.3%
Cc1cc(C)cc(-n2cccc2/C=C2/C(=N)N3C(=NC2=O)SN=C3S(C)(=O)=O)c1 | -9.1% | ? | -16.8% | 27.7 | ? | i | -19.5% | -50.4%[inhibitor] | 18.4µM*
Cc1ccc(C)c(NS(=O)(=O)c2ccc(-c3cnc(C4CC4)o3)cc2)c1 | nt | ? | 0.164µM* | 51.0 | ? | ? | -49.8% | ? | 0.103µM*
N/C(=N\OC(=O)CCCc1ccccc1)c1cccc([N+](=O)[O-])c1 | -4.3% | 7.6% | 7.7% | 14.9 | 2.2% | i | -34.8% | -0.7% | 11.8%
CCN1CCN(S(=O)(=O)c2ccc(Cl)c(C(=O)Oc3ccc(CC(=O)OC)cc3)c2)CC1 | -1.0% | -2.4% | -6.2% | 42.3 | 0.2% | i | 4.2% | 1.6% | 3.8%
CCc1ccccc1NC(=S)N(CCN(C)C)C(C)c1ccco1 (stereo unspecified) | 0.1% | -7.2% | -3.9% | 38.1 | 1.5% | i | 1.2% | -7.0% | 0.5%
COc1cccc(CNC(=O)c2ccccc2NC(=O)C2=C(C)OCCS2)c1 | -17.8% | -16.5% | 0.3% | 0.0 | 0.6% | i | 5.8% | ? | -0.4%
Cc1cccc(OCC(=O)Nc2c(C(=O)Nc3ccc(F)cc3)oc3ccccc23)c1 | 9.8% | -11.4% | nt | nt | nt | i | -32.3% | nt | nt
O=C(N[C@@H]1CC[C@@H](CCn2cc(-c3ccccc3)nn2)O[C@@H]1CO)c1cnccn1 | nt | 12.6% | 3.7% | 31.1 | nt | nt | nt | nt | 10.9%
O=C(CC(=O)NCc1ccc(Cl)cc1)NCc1ccc(Cl)cc1 | 7.3% | -10.7% | -10.0% | 1.0 | -2.3% | i | 4.9% | -1.6% | ?
CC1CC(CC(C)C(=O)NC(=S)Nc2ccc(S(N)(=O)=O)cc2)C(=O)O1 (stereo unspecified) | 3.3% | 8.8% | 4.1% | 6.1 | -2.0% | i | -16.3% | -17.0% | 3.9%
COc1cc(C(=S)N2CCC(C)CC2)ccc1O | 7.7% | 20.3% | 3.5% | -1.9 | -1.4% | i | -4.1% | -5.5% | -1.8%
CCCn1c(SCC(=O)Nc2nnc(C(C)C)s2)nc2c1c(=O)n(C)c(=O)n2C | -0.9% | 13µM* | 7.8% | 33.1 | 3.1% | i | 3.6% | -10.8% | 18.7%
CNc1cncc(-c2ccc(OC)c(OC)c2)n1 | 34.0% | 0.0% | -0.7% | -2.1 | nt | i | -0.5% | nt | -2.6%
CCc1cccc(NC(=O)COC(=O)c2cc([N+](=O)[O-])ccc2N2CCOCC2)c1 | ? | ? | ? | 2.9 | 17.9% | ? | -14.8% | ? | -3.2%
CC(C)(C)NC(=O)N1CCC(C(=O)O)CC1 | -3.9% | 1.3% | nt | nt | nt | i | 1.9% | nt | nt
O=C(CN1CCN(Cc2ccccc2F)C1=O)NCc1ccccc1 | 11.2% | 2.9% | nt | nt | nt | i | -13.8% | nt | nt
O=S(=O)(N/N=C/c1c(F)cccc1Cl)c1ccccc1 | -6.9% | -2.2% | 4.8% | -4.0 | 4.7% | i | -8.5% | -2.3% | 2.3%
CN(C)c1ccc(N2C(=O)CC(Sc3ccccc3C(=O)O)C2=O)cc1 (stereo unspecified) | 0.2% | 21.5% | 8.1% | 0.0 | 3.2% | i | 17.1% | nt | 6.0%
COc1ccc(CCNC(=O)C(C(=O)c2ccccc2)n2ccccc2=O)cc1OC (stereo unspecified) | 5.1% | -5.6% | 6.6% | -1.8 | -7.6% | i | 3.4% | -2.4% | 6.1%

Looked up above:
CN(C)c1ccc(N2C(=O)CC(Sc3ccccc3C(=O)O)C2=O)cc1 (stereo unspecified) – HepG2 viability: 17.1%
CC1CC(CC(C)C(=O)NC(=S)Nc2ccc(S(N)(=O)=O)cc2)C(=O)O1 (stereo unspecified) – SW480 rerep: -17.0%

Further records follow:
SMILES | ATXN2 expr inh | KB-3-1 tox | HT1080 IDH1KD tx | IL1B secr inh | MCF10A rerep | ATXN viability | HepG2 viability | SW480 rerep | HT1080NT lethal
CCCCc1ccc(-c2ccc(Br)cc2O)nc1 | 78.5%[activator] | ? | 19.8% | 4.6 | -177.5%[0.0737 µM] | i | 4.0% | -14.6% | 13.6%
CCC(c1ccccc1)c1nnc(NC(=O)c2ccco2)s1 (stereo unspecified) | nt | -4.4% | 14.4% | -24.5 | -2.9% | i | 15.8% | -8.9% | 12.2%
O=C(N/N=C/c1ccc(OC(=O)c2ccccc2)cc1)c1ccc(CN2CCOCC2)cc1 | -0.5% | -4.7% | -18.2% | 7.9 | 1.6% | i | -3.0% | -0.8% | -19.6%
Cc1ccccc1C(=O)c1c[nH]c(C(=O)N2CCN(c3ccccc3F)CC2)c1 | -3.4% | -1.8% | ? | -66.2* | 22.2% | i | 15.3% | 13.2% | -24.7%
Fc1ccccc1-c1nc(NC2CCCC2)c2ccccc2n1 | -20.7% | -2.9% | -24.7% | -53.3* | 16.0% | ? | -10.4% | -5.7% | ?
CC(C(=O)NCCc1ccc(S(N)(=O)=O)cc1)N1C(=O)CC(C)(C)Sc2ccccc21 (stereo unspecified) | -16.4% | 8.5% | 3.7% | 25.8 | 3.9% | i | 1.0% | 9.1% | 12.3%
